UHRF1 MBD2 ctr: UHRF1 methylated DNA binding inhibitors, primary screen, counter-screen for MBD2 inhibitor project, biochemical, TR-FRET, human UHRF1, single concentration; E3 ubiquitin-protein ligase UHRF1 (Homo sapiens), Q96T88; UHRF1 binding to methylated oligo; inhibition, % at 4.4 µM; actives 0.75% (n = 370,000); AID 687016, 2013; in the data active = inhibition above about 21%;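 note: UHRF1 SRA domain binding a hemimethylated CpG hairpin DNA probe; 0% = median of test compound wells and 100% = reference inhibitor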
Tn7 DDE FP: inhibitors of Tn7 peptide binding to fibrin DD(E), primary screen, biochemical, fluorescence polarization, human fibrin, Tn7 probe; Fibrinogen beta chain (Homo sapiens), P02675; FP displacement of FITC-Tn7 peptide from fibrin DD(E); 0% = median of compound wells per plate; inhibition, % at 8.3 µM; actives 0.13% (n = 370,000); AID 720508, 2013;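 active = inhibition above the mean of compounds falling within the control limits plus 3 SD of them, cut at about 14% in these data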;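 note: 0% = plate median of compound wells and 100% = 10 µM Aha-Tn7 peptide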
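Assay system: Human clot-derived fibrin DD(E) complex | Buffer or medium: Tris/NaCl/CaCl2 buffer, pH 7.8 | Repeats: One replicate per compound | Benchmarks: Aha-Tn7 high control | Measure: % inhibition scaled between sample-field median and high-control FP | Schedule: 10 min plus 3 h, room temperature | Signal: Fluorescence polarization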
proKLK7 act: proKLK7 zymogen activators, primary screen, biochemical, fluorescence intensity; purified proKLK7, EDANS-DABCYL substrate fluorescence; 100% is mature enzyme control, 0% vehicle; actives 0.9% (n = 370,000); activation, % at 7 µM;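 active = activation above the mean of all tested compounds plus 3 SD, computed per campaign excluding outliers beyond control limits, cut at about 13% in these data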
DDE Tn6 FP inh: inhibitors of Tn6 peptide binding to fibrin DD(E), primary screen, biochemical, fluorescence polarization, human fibrin, Tn6 probe. Fibrin DD(E) TRITC-Tn6 fluorescence polarization displacement. inhibition, % at 8.3 µM. actives 0.21% (n = 370,000);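 active = inhibition above a per-campaign cutoff: mean of compounds within control limits plus 3 SD, cut at about 15% in these data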;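 note: 0% = median of all compound wells on the plate and 100% = blocking peptide control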
TDP2 absorb: human TDP2 enzyme inhibitors, primary screen, biochemical, epi absorbance, recombinant enzyme; T5PNP hydrolysis, p-nitrophenol absorbance 415 nm; inhibition, % at 12.8 µM; actives 0.34% (n = 370,000); AID 720702, 2013;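 active = inhibition above the mean of all tested compounds plus 3 SD, set per campaign, cut at about 25% in these data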;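 note: 0% = DMSO with enzyme and 100% = buffer with substrate but no TDP2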
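System: recombinant human TDP2 / Amount: 120 nM TDP2 per well / Also added: 5 mM T5PNP chromogenic substrate / Doses: 12.8 µM single point, 1% DMSO / Incubation: 2 h at 37 °C / Detection: p-Nitrophenol epi absorbance / Evaluation: % inhibition relative to enzyme-containing and enzyme-free wells / Repeats: singlicate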
MBD2 inh: inhibitors of MBD2 binding to methylated DNA, primary screen, biochemical, TR-FRET, DNA-binding domain, human | MBD2 binding to methylated oligonucleotide | inhibition, % at 4.4 µM | actives 0.31% (n = 370,000) | AID 686964, 2013; in the data active = inhibition above about 13%
Target sequence (Q9UBB5 whole entry, looked up, the tested form may be a part): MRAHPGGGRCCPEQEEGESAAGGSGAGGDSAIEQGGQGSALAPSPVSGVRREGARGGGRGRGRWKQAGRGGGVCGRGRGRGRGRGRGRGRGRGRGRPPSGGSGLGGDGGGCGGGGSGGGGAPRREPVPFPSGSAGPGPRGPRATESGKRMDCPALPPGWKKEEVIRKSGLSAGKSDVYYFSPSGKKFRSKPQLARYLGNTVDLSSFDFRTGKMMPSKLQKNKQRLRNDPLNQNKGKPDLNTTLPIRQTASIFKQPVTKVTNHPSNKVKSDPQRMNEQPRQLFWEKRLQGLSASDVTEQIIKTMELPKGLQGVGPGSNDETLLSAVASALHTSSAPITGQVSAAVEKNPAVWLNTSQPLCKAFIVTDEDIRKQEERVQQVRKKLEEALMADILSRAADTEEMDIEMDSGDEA
SIAE inh: human SIAE inhibitors, primary screen, biochemical, fluorescence polarization, FP-Rh probe, 1536-well HTS. SIAE FP-Rh probe binding. inhibition, % at 9.66 µM. actives 0.69% (n = 370,000);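 active = inhibition above a cutoff: mean of compounds within the control limits plus 3 SD of those, cut at about 17% in these data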;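 note: 0% = plate median of compound wells and 100% = probe without SIAE protein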
LEDGF integ inh: blockers of LEDGF/p75-dependent integrase strand transfer – biochemical, TR-FRET, high throughput, primary screen | actives 0.64% (n = 370,000) | inhibition, % at 3.7 µM | TR-FRET IN-LEDGF/p75 DNA integration, Eu/Cy5;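 active = inhibition above the screen-wide mean plus 3 SD, cut at about 13% in these data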;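 note: signal is the Cy5 over europium emission ratio at 671 and 618 nm; 0% = plate median of compound wells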
TCR CD3 inh: inhibitors of human TCR-CD3 interaction, primary screen, biochemical, fluorescence, TAMRA-labeled TCR probe; T-cell receptor (TCR); inhibition, % at 9.4 µM; AID 651800, 2012; actives 0.37% (n = 360,000); in the data active = inhibition above about 19%;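 note: recombinant mutant TCR 2C K166C tagged with TAMRA read by polarization; 0% = receptor in buffer alone and 100% = receptor with positive control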
PRMT1 inh: PRMT1 methyltransferase inhibitors, primary screen, biochemical, fluorescence polarization | Protein arginine N-methyltransferase 1 (Homo sapiens), Q99873 | recombinant PRMT1, activity-based probe fluorescence polarization | inhibition, % at 2.79 µM | actives 1.3% (n = 370,000) | AID 652257, 2013;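 active = inhibition above about 21% made by adding two undisclosed values, limit read from the data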
Target sequence (Q99873 whole entry, looked up): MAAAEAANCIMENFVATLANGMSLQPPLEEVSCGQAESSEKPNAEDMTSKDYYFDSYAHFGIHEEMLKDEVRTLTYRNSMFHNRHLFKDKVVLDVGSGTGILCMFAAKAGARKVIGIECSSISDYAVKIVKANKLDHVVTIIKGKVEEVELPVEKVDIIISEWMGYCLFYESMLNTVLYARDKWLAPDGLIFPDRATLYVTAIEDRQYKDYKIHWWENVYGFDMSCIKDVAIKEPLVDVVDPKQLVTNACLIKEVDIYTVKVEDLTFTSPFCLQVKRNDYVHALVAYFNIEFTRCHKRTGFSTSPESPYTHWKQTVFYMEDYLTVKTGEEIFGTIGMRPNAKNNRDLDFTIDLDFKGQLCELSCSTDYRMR
The depositor's hits bear a star.

compound,UHRF1 MBD2 ctr,Tn7 DDE FP,proKLK7 act,DDE Tn6 FP inh,TDP2 absorb,MBD2 inh,SIAE inh,LEDGF integ inh,TCR CD3 inh,PRMT1 inh
O/N=C1/CCCSc2ccccc21,1,-2,0.2,1,-3,-5,-3,3,-8,4
COc1ccc(C(C)=O)c(OC(=O)c2ccc(OC)c(OC)c2)c1,1,-1,-0.1,-8,-8,-7,2,6,2,0
CCN(CC)C(=O)C1=C(C)N(Cc2ccc(C(C)(C)C)cc2)C(=O)C(CC(=O)NCc2cccc3ccccc23)C1 (stereo not given),15,0,0.1,6,-4,5,1,1,0,3
O=C(O)CCCC(=O)Nc1cc([N+](=O)[O-])ccc1O,5,-2,-0.2,8,-5,-9,3,-1,-2,3
O=C(O)CC1SC(=O)N(Cc2ccccc2)C1=O (stereo not given),-4,0,0.0,1,1,1,2,0,1,-2
NC(=O)c1c(NC(=O)C2CCCO2)sc2c1CCCC2 (stereo not given),-2,0,-1.1,6,6,0,2,4,-3,4
S=C1NC2(CCCCCC2)N=C1c1ccccc1,-2,4,0.1,6,8,-2,-4,0,3,1
COc1cc(NC(=O)c2ccc(-c3cccnc3)c3ccoc23)cc(OC)c1OC,1,3,0.8,-8,-1,6,-5,3,-7,4
CC(Sc1cccc[n+]1[O-])C(=O)Nc1cccc(S(=O)(=O)N2CCOCC2)c1 (stereo not given),1,0,-0.4,-7,0,9,4,0,4,0
O=C(NCc1nnc2c(C(F)(F)F)cc(Cl)cn12)c1cccnc1,0,-5,0.1,-7,-9,3,0,-2,1,1
O=C(CSc1ccc2nnc(-c3cccs3)n2n1)N1CCCC1,-2,0,0.0,3,-2,5,-2,6,1,-2
O=C(CCn1c(=O)[nH]c2ccsc2c1=O)N1CCN(c2cccc(Cl)c2)CC1,1,-1,-0.2,1,12,1,-1,-3,4,-4
CN1C(=O)C(CC(=O)Nc2ccc(F)cc2)N(CCCc2ccccc2)C1=S (stereo not given),1,-1,0.3,1,-4,0,-12,0,4,3
CCOC(=O)CN1CC23C=CC(O2)C(C(=O)NCc2cccs2)C3C1=O (stereo not given),1,1,0.4,0,4,4,2,2,-6,-1
CCNC(=O)O[C@@H]1C=C[C@@H](C#Cc2ccc(C(C)(C)C)cc2)O[C@@H]1COC(C)=O,0,-2,0.2,-3,2,-2,9,0,-3,-3
CC(C)[C@H](NC(=O)C1CC(=O)N(c2ccc(F)cc2)C1)C(=O)N1CCCCC1 (stereo not given in full),0,-2,0.1,-1,-2,-1,6,0,-2,1
CN(C(=O)COC(=O)c1ccccc1NC(=O)c1ccco1)C1CCS(=O)(=O)C1 (stereo not given),-3,-4,0.2,1,10,-2,4,3,-2,-2
CC(=O)NCC(=O)N(C)C(C(=O)Nc1ccc(C(C)C)cc1)c1ccccc1 (stereo not given),2,5,-0.1,3,-9,5,-1,-6,-2,2
O=C(CN1CCCC1)Nc1ccc(F)cc1,3,-1,0.4,1,-15,-9,-5,3,0,-6
COC(C(=O)Nc1ccc(S(=O)(=O)Nc2cccc3ccccc23)cc1)c1ccccc1 (stereo not given),1,-4,0.1,-1,-5,1,-54,-1,8,0
CCc1ccc(-n2cnc3cc(C(=O)NCC(OC)OC)ccc32)cc1,-1,5,0.1,5,-18,-7,8,3,1,-1
Cc1ccc(-n2ncc3c2CC(C)(C)CC3NC(=O)CCCN2CCCCC2=O)cc1 (stereo not given),0,-3,0.0,5,8,1,3,1,5,0
CCCCCCOC(=O)C(C#N)c1nc2ccccc2nc1N1CCCCC1 (stereo not given),-5,-1,0.9,1,12,2,-1,0,2,-1
Cc1ccccc1Cn1cc(NC(=O)c2cc3nc(-c4ccco4)cc(C(F)(F)F)n3n2)cn1,3,-1,-0.2,5,-4,-3,-2,3,3,5
O=C1c2ccc(Oc3ccc([N+](=O)[O-])cc3)cc2C(=O)N1CCCO,0,-6,-0.5,-1,-10,0,8,7,4,-8
CN(c1ccccc1)S(=O)(=O)c1cccc(C(=O)NCCc2c[nH]c3ccccc23)c1,-4,3,0.3,-3,-4,1,7,1,6,-3
COc1cccc(-c2cc(C(=O)NCC3CCCO3)c3ccccc3n2)c1 (stereo not given),0,-6,0.0,-2,-4,-1,-1,0,4,0
Cc1cc(C)c(/C=N/NC(=O)c2nnn(-c3nonc3N)c2CN2CCC(C)CC2)c(C)c1,0,0,0.2,8,-12,-3,3,3,-8,-3
Cc1cc(C)nc(SCC(=O)Nc2nc(-c3ccccc3)c(-c3ccccc3)o2)n1,-3,4,-0.5,1,-4,-6,-7,2,-5,-1
COc1ccc(NC(=O)c2ccc(-c3c(C)noc3C)c3ccoc23)cc1,20,0,0.5,-7,-3,-2,5,-2,3,-2
CN(Cc1ccc(C(F)(F)F)cc1)C(=O)[C@H]1O[C@@H](n2ccc(=O)[nH]c2=O)[C@H](O)[C@@H]1O,1,0,0.5,8,-5,2,4,1,-2,3
CC12CCCc3c(O)cc(=O)n(c31)-c1ccccc12 (stereo not given),0,-5,0.9,-3,4,-1,2,3,1,0
CCc1ccc(C(=O)NNC(=O)c2cccc(N3C(=O)CCC3=O)c2)cc1,1,-10,0.0,-5,14,-7,8,3,8,0
O=[N+]([O-])c1ccccc1/C=N/NC1=NS(=O)(=O)c2ccccc21,-3,6,-0.7,5,-4,-1,1,-2,5,-1
CCOC(=O)NC(=O)/C(C#N)=N\Nc1ccc(Cl)cc1,2,3,0.0,-1,-2,2,-2,0,-8,3
CC1Cc2nc(SCC(=O)NCc3ccco3)n(Cc3ccccc3)c(=O)c2S1 (stereo not given),1,3,0.3,-4,4,-6,8,9,-5,3
COCCCNC(=O)/C=C1\Sc2ccccc2N(Cc2ccccc2F)C1=O,-1,0,0.4,7,7,1,-3,-1,5,1
Cc1cc(C)cc(NC(=O)C(Sc2nnc(C)c(=O)[nH]2)c2ccccc2)c1 (stereo not given),1,-1,0.7,-4,-16,-2,0,1,2,-6
CCn1c(=O)n(CC)c2cc(N3CCCC3)c(NC(=O)c3cccc(C)c3)cc21,-1,2,0.4,1,0,1,3,-1,5,3
CC(=O)Nc1sc(N/N=C\c2ccccc2Cl)nc1-c1cccs1,-5,1,-0.7,1,0,-5,1,2,3,-3

Part of the list above, with values under each structure.
Values in the order – UHRF1 MBD2 ctr, Tn7 DDE FP, proKLK7 act, DDE Tn6 FP inh, TDP2 absorb, MBD2 inh, SIAE inh, LEDGF integ inh, TCR CD3 inh, PRMT1 inh
- CC1Cc2nc(SCC(=O)NCc3ccco3)n(Cc3ccccc3)c(=O)c2S1 (stereo not given)
    1, 3, 0.3, -4, 4, -6, 8, 9, -5, 3
- COCCCNC(=O)/C=C1\Sc2ccccc2N(Cc2ccccc2F)C1=O
    -1, 0, 0.4, 7, 7, 1, -3, -1, 5, 1
- Cc1cc(C)cc(NC(=O)C(Sc2nnc(C)c(=O)[nH]2)c2ccccc2)c1 (stereo not given)
    1, -1, 0.7, -4, -16, -2, 0, 1, 2, -6
- CCn1c(=O)n(CC)c2cc(N3CCCC3)c(NC(=O)c3cccc(C)c3)cc21
    -1, 2, 0.4, 1, 0, 1, 3, -1, 5, 3

Additional entries follow:
compound,UHRF1 MBD2 ctr,Tn7 DDE FP,proKLK7 act,DDE Tn6 FP inh,TDP2 absorb,MBD2 inh,SIAE inh,LEDGF integ inh,TCR CD3 inh,PRMT1 inh
COc1ccc(C(=O)C(=O)N2CCC(c3ccccc3)CC2)cn1,0,4,0.0,5,6,-9,-1,-1,0,1
Cc1ccc2c(c1)C(c1ccc(F)cc1)N(C(=O)C1CC1)CC(=O)N2 (stereo not given),2,-1,-0.7,-1,13,3,0,-2,-7,2
CCOc1cc(C(=O)O)ccc1OCCOc1ccccc1,7,4,-0.6,4,0,8,-4,3,0,7
O=C1Cn2c(nc3ccccc32)N1c1cccc(C(F)(F)F)c1,1,0,3.8,-3,-3,-4,-10,1,-1,2
CCc1nc2ccc(C(=O)N3CCN(C)CC3)cn2c1N(CCC(C)C)CCN(C)C,-2,-5,0.6,5,12,-7,1,-1,6,2
O=C(COC(=O)c1ccc(NS(=O)(=O)c2cccs2)cc1)NCC1CCCO1 (stereo not given),3,1,-0.1,-7,8,4,3,-2,1,2
c1ccc(C2=Nc3cccc4cccc(c34)N2)cc1,3,7,0.4,-41,-3,7,-10,15*,-4,7
CCCCn1c(N)c(N(CC(C)C)C(=O)c2ccc([N+](=O)[O-])o2)c(=O)[nH]c1=O,7,-2,0.4,-7,6,3,1,4,3,2
Cc1ccccc1C1C(=O)c2ccccc2C1=O,4,0,-0.1,5,0,1,-2,4,3,-2

Assay outcomes from PubChem BioAssay.
